# High-throughput results from PubChem BioAssay.
# AmpC inh detg: inhibitors of E. coli AmpC beta-lactamase with detergent; AmpC hydrolysis of nitrocefin, absorbance 480 nm, 0.01% Triton; Potency, µM (series often up to 114 µM), without a hit: at the top dose activity change, negative = inhibition, hits mostly inhibitors; 370,000 compounds, 0.041% hits; AID 485294;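 note: potency is the fitted concentration of half-maximal effect; 0% = no-compound wells and -100% = no-enzyme wells; nearly all actives have a fitted effect of over 25% in size; some results filed as inactive show a strong effect at the top dose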
# Target sequence (P00811 whole entry, looked up): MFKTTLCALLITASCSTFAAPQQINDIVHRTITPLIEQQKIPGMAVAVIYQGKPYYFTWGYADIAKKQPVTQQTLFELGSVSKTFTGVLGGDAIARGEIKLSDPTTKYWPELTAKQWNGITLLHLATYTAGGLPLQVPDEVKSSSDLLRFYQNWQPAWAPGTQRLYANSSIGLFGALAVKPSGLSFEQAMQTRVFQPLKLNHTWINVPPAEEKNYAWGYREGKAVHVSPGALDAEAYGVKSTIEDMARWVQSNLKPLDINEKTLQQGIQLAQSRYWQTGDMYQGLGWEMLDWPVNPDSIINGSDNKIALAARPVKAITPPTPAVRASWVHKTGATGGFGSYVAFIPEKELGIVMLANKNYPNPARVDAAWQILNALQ
#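 AmpC (5.3 nM in the dispensed reagent) in 20 mM phosphate pH 7.0 with 0.01% (detergent screen) or 0.0001% Triton X-100 was preincubated with compounds for 15 min at room temperature. Nitrocefin was then added from an 800 uM solution, and hydrolysis was followed at 480 nm.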
# HCMV inh: blocks human cytomegalovirus replication. HFF cells, HCMV-luciferase reporter, 72 h; active compounds read low. activity change, negative = inhibition, % at 57.5 µM. 410,000 compounds, 4.5% hits; in the data active = activity change below about -60%; inconclusive = no clear call, values can overlap the other calls; inactive = above about -39%
#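 Compounds were evaluated in HFFs infected with an HCMV luciferase reporter virus (MOI 1 PFU/cell). Luciferase in lysates collected 72 h post infection served as the replication measure.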
# Sm TGR block: blocks Schistosoma mansoni thioredoxin glutathione reductase. Q962Y6. purified TGR, DTNB reduction, TNB absorbance 405 nm. Potency, µM (doses to about 114 µM), without a hit: at the highest dose activity change, negative = inhibition, usual class: inhibitors. 360,000 compounds, 3% hits. AID 485364; note: potency is the fitted concentration of half-maximal effect; nearly all actives have a fitted effect of over 60% in size
#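 Kinetic colorimetric format: TGR-catalysed, NADPH-driven DTNB reduction monitored via TNB absorbance. Enzyme dispensed at 20 nM; compound exposure 15 min at room temperature before reaction start.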
# HCV inh: blocks hepatitis C virus. Huh7.5.1 HCVcc-Cre infection, luciferase reporter, 44 h. Potency, µM (highest dose often 41.8 µM), for the others: at the top dose activity change, negative = inhibition, actives largely listed as inhibitors. 340,000 compounds, 3.4% hits. AID 651820; note: potency is the fitted concentration of half-maximal effect
#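 After 44 h co-culture of compound, cells and HCVcc-Cre (~0.5 moi), substrate is added for 15 min at room temperature and luciferase measured over 15 sec. Cells were seeded at 1,000/well and pre-cultured 4 h.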
# AmpC no deterg: blocks E. coli AmpC beta-lactamase in detergent-free assay; AmpC nitrocefin hydrolysis, absorbance 480 nm, 0.0001% Triton; Potency, µM (highest dose often 57.1 µM), inactives show at the highest dose activity change, negative = inhibition, actives largely listed as inhibitors; 330,000 compounds, 0.52% hits; AID 485341;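 note: potency is the fitted concentration of half-maximal effect; plate controls were no compound for no effect and no enzyme for full effect; nearly all actives have a fitted effect of over 20% in size; some results filed as inactive show a strong effect at the top dose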
#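 20 mM phosphate pH 7.0 + 0.01% (detergent screen) or 0.0001% Triton X-100; 5.3 nM AmpC reagent; cpd preinc 15 min RT; nitrocefin (800 uM stock) to start; A480 q20 s × 4 min; Activity was normalised to no-enzyme and no-compound control wells.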
# FBPA Giardia inh: inhibitors of Giardia lamblia fructose-1,6-bisphosphate aldolase. Potency, µM (highest dose often 59.6 µM), for the others: at the top dose activity, negative = inhibition, usual class: inhibitors. 290,000 compounds, 0.71% hits. purified Giardia FBPA; note: potency is the fitted concentration of half-maximal effect; nearly all actives have a fitted effect of over 55% in size
# Target sequence (A8B2U2 whole entry, looked up): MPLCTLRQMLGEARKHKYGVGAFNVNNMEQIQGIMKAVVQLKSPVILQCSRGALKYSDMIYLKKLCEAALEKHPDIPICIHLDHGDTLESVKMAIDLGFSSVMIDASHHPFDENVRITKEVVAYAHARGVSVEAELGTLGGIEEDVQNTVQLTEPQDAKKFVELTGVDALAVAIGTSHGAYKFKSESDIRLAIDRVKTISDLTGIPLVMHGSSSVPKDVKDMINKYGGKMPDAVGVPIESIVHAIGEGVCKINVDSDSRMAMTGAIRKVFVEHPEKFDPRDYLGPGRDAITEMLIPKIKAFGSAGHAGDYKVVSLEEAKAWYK
#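 Giardia FBPA (40 nM reagent) was preincubated 10 min at RT with compound (up to 57.5 uM final), then substrate plus GAPDH/TPI/NAD/arsenate coupling system with diaphorase/resazurin was added; resorufin fluorescence (525/598 nm) was read after 20 min.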
# * marks the source's active call; other numbers are inactive results; u = inconclusive; x = no result given; & = joins results of further samples; [ ] = remark or other dose. Unless noted, calls come from the whole dose curve; as a rule, active = well fitted curve in the direction sought with a large enough effect; inconclusive = small, poorly fitted or top-dose-only effect, or another doubt; inactive = no such curve, though single readings can be large; an effect the other way counts as inactive or inconclusive. Unless noted, % is set by controls: 0 for no effect and ±100 for the full control effect.
# Screens in order – FBPA Giardia inh, Sm TGR block, HCV inh, AmpC no deterg, AmpC inh detg, HCMV inh
> COc1ccc(-c2nc3ccccc3o2)cc1NC(=O)COc1c(C)cc(Cl)cc1Cl
  x, 10%, x, x, 13%, 22
> Cc1ccc(OC(=S)Nc2ccc(O)cc2)cc1
  -21%, -21%, 6%, -19%, u, 53
> Cn1c(C(=O)NCc2ccccc2F)cc2oc3ccccc3c21
  x, 1%, x, x, 17%, -63*
> COc1cccc2cc(C(=O)N(C)C3CCN(C)CC3)c(=O)oc12
  -10%, 6%, -5%, 3%, -12%, 6
> CCCN1C2=NCCN2c2cc(C)c(C)cc21
  -16%, -6%, -3%, -6%, 0%, 25
> CC(=O)c1cccc(NC(=O)/C=C/c2ccc(S(=O)(=O)N3CCOCC3)cc2)c1
  x, x, u, -17%, x, -12
> O=C(Nc1ccccc1)Nc1ccncc1
  2%, 7%, -3%, -7%, 4%, 46
> CCCN(CCC)CCCNC(=O)c1ccc(CS(=O)(=O)c2c(Cl)cccc2Cl)o1
  8%, -28%, -7%, 26%, 3%, u
> NC(=O)C1CCN(c2ncc(C(F)(F)F)cc2Cl)CC1
  7%, 1%, 11%, 0%, 0%, u
> CN(Cc1ccccc1)/C(=N/O)c1cccc(Cl)c1
  -1%, 2%, 5%, -10%, 4%, -36
> COc1ccc(CN(CCC(c2ccccc2)c2ccc(OC(C)C)cc2)C(=O)CCl)cc1OC (configuration not stated)
  -20%, u, u, 183%[activator], u, -100*
> CN(Cc1nc(-c2cnccn2)no1)Cc1n[nH]c2c1CCCC2
  0%, -16%, 3%, 11%, 6%, -29
> O=C(NCCc1ccccc1)c1cc(-c2ccccc2)nc2n[nH]c(-c3ccccc3)c12
  x, 12%, x, x, -5%, -3
> C=CCN(C(=O)c1csnn1)C(C(=O)NC1CCCC1)c1ccccc1F (configuration not stated)
  1%, 0%, -5%, -12%, -13%, 20
> COc1ccccc1NC(=O)CN1C(=O)C2(SCC(=O)N2c2ccc(F)c(F)c2)c2ccccc21 (configuration not stated)
  x, 0%, x, x, 4%, 28
> CCOc1cc(C)c(S(=O)(=O)N2CCCC2)cc1C
  -9%, -3%, 5%, -7%, -6%, -2
> CCCn1c(N)c(C(=O)CSc2nc3ccccc3c(=O)n2-c2ccc(OC)cc2)c(=O)[nH]c1=O
  1%, -4%, 2%, -29%, 3%, -29
> O=S1(=O)N=C(N/N=C/c2ccc(Br)o2)c2ccccc21
  u, -2%, 9%, -21%, 3%, -26
> O=C(Nc1cccc(Cl)c1)c1nc[nH]c1C(=O)N1CCc2ccccc2C1
  x, 0%, 14%, -25%, -6%, -15
> Cc1cc(O)c(C(=O)/C=C/c2ccccc2O)c(=O)o1
  -11%, u, 5%, -49%, 0%, -9
> CN(C)c1ccc(C(=O)Nc2ccc(-c3nc4ccccc4o3)cc2)cc1
  x, 7%, x, x, 12%, -7
> CNC(=S)NCCc1ccc(OC)cc1
  -1%, x, 9%, -2%, 2%, 1
> COc1cc(/C=C2/NC(=O)NC2=O)ccc1OCC(=O)Nc1ccc(F)cc1
  x, -2%, 19%, -14%, 4%, -15
> O=Cc1ccccc1OCCOc1ccccc1C=O
  -6%, -24%, u, -18%, u, u
> C=CCn1c(O)c(C(C)=Nc2ccc3c(c2)CCC3)c(=O)[nH]c1=O
  -3%, 12%, 13%, -26%, -10%, 68
> Cc1nc(NC(=O)c2ccncc2)sc1C(=O)N(C)C
  -28%, 4%, 7%, -35%, -9%, -29
> Cc1cccc(CNC(=O)CN2C(=O)C3CCCCN3c3ccc(C(=O)N4CCCC4)cc32)c1 (configuration not stated)
  x, 3%, x, x, -3%, 0
> Cn1c(=N)n(CC(=O)c2ccc(Cl)c(Cl)c2)c2ccccc21
  5%, -7%, u, 58%, -4%, 66
> COc1ccc(Oc2nc3ccccc3n3cccc23)cc1
  0%, 0%, 11µM*, -9%, 3%, -26
> Cc1cccc(CNC(=O)c2ccccc2N)c1
  4%, 1%, -7%, -45%, -1%, -6

# (continued)
# Screens in order – FBPA Giardia inh, Sm TGR block, HCV inh, AmpC no deterg, AmpC inh detg, HCMV inh
> CCOC(=O)N1CCN(c2ccc(Cl)c(Cl)c2)CC1
  3%, 0%, 0%, 40%, 4%, -40
> O=c1c(Br)c(N2CCCCC2)cnn1-c1ccccc1
  0%, 1%, -11%, -12%, 5%, 88
> Cc1ccc(Cl)cc1NC(=O)N(C)CCO
  -1%, 3%, 5%, -11%, -2%, -13
> CCCn1c(SCC(=O)Nc2nnc(CC)s2)nnc1-c1ccncc1
  -2%, 0%, 15%, -5%, 3%, -2
> COc1ccc(CNC(=O)c2ccc(-c3nc(CS(=O)c4ccc(C)cc4)c(C)o3)cc2)cc1 (configuration not stated)
  x, u, x, x, 19%, 29
> Cc1ccc(Nc2nnc(SCC(=O)NCC3CCCO3)s2)cc1C (configuration not stated)
  x, x, 0%, -8%, x, 2
> CC(C)C(C(=O)Nc1ccc(S(N)(=O)=O)cc1)N1C(=O)c2ccccc2C1=O (configuration not stated)
  3%, 4%, 14%, -34%, -4%, 69
> CCOc1ccccc1N1CC(C(=O)N2CCc3ccccc3C2)CC1=O (configuration not stated)
  7%, -9%, -2%, 13%, -1%, 55
> CCOC(=O)CSc1ccc2nnc(CCNS(=O)(=O)c3ccccc3)n2n1
  7%, 2%&0%, 6%, -9%, -6%&-9%, -28&3
> Cc1ccc(NC(=S)N2CCCC2)cc1
  0%, -17%, u, -13%, 1%, 59
> Cc1c(CN2CCC(CO)(CCOc3ccccc3)CC2)c(=O)n(-c2ccccc2)n1C
  0%, 24%, 23%, -8%, -3%, 13
> O=c1c2sc3ccccc3c2n(Cc2cccc(F)c2)c(=O)n1Cc1ccccc1
  x, -2%, x, x, -13%, -6
> CN(CCO)c1nc(N)c(C#N)c(CC#N)c1C#N
  -23%, 3%, 13%, -2%, -7%, 4
> C=CCN1C(=O)/C(=C2/Sc3ccccc3N2CCCS(=O)(=O)O)SC1=S
  -8%, -14%, 2%, -16%, -18%, -18
> N#CCCN(C(=O)CO/N=C/c1cccc([N+](=O)[O-])c1)c1ccccc1
  2%, -17%, -22%, 21%, 3%, -19
> O=C(Nc1nnc(-c2cccs2)s1)c1cccc(F)c1
  0%, 5%, 5%, -13%, u, 17
> CC(C)COC(=O)Nc1ccccc1C(=O)N1CCOCC1
  1%, 2%, 3%, -14%, u, -4
> COC(=O)Nc1ccc(S(=O)(=O)N2CCCCCC2)cc1
  15%, -17%, u, -14%, -8%, 13
> COc1ccc(NC(=O)NCCN2CCc3ccccc3C2)cc1
  u, -1%, 0%&15%, -11%, 5%, 0
> COc1cccc(-n2c(SCC(=O)Nc3nnc(C)s3)nc3c([nH]c4ccccc43)c2=O)c1
  x, 6%, x, x, 4%, u
> COc1ccc(NC(=O)COC(=O)/C=C/C(=O)OCC(=O)Nc2ccc(OC)c(Cl)c2)cc1Cl
  0%, u, 0%, -23%, u, -20
> Cc1ccc2ccccc2c1NC(=O)c1ccco1
  6%, 0%, 16%, -23%, -5%, 46
> O=C(Nc1ccc2c(c1)OCO2)c1cncc(Br)c1
  5%, 0%, 8%, -8%, -10%, 0
> COc1ccccc1C1CC(c2ccc(C)cc2)Nc2ncnn21 (configuration not stated)
  4%, 2%, -26%, 40%, -18%, 1
> CCOc1ccc(Cl)cc1S(=O)(=O)N1CCCC1
  -1%, 0%, -12%, 2%, 1%, -6
> CCOC(=O)CNc1c(-c2ccc(Cl)cc2)nc2cnccn12
  -25%, -5%, 34%[activator], 11%, -11%, 23
> O=C(CCn1cccc1)NC1CCCc2ccccc21 (configuration not stated)
  -1%, u, -7%, -10%, -10%, -13
> O=C(NCc1ccncc1)Nc1cccc([N+](=O)[O-])c1
  1%, 5%, 8%, -26%, -6%, -6
> Cc1ccccc1NCN1C(=O)C2CCC(C)(C1=O)C2(C)C (configuration not stated)
  0%, 12%, 23%, 3%, -1%, -39
> Cc1nnc(NC(=O)CSc2nc3[nH]ncc3c(=O)[nH]2)s1
  -5%, 45µM*, -13%, -11%, 3%, 30

# The listing continues:
# Screens in order – FBPA Giardia inh, Sm TGR block, HCV inh, AmpC no deterg, AmpC inh detg, HCMV inh
> COc1ccc(S(=O)(=O)N2CCN(C(=O)c3cc(-c4ccc(C)cc4)n[nH]3)CC2)cc1
  -2%, -1%, u, -26%, -8%, u
> O=C(COC(=O)c1ncc(Cl)c(Cl)c1Cl)NC1CCS(=O)(=O)C1 (configuration not stated)
  x, -17%, u, -5%, u, -3
> COC(=O)CSc1n[nH]c(-c2ccncc2)n1
  -11%, 6%, 15%, -16%, 2%, 6
> CCOC(=O)c1noc(C)c1C(=O)Nc1cccc(F)c1
  11%, 0%, 4%, -6%, 0%, -1
> N/C(=N\N=C\c1ccc(O)c(O)c1)c1nonc1N
  2%, -2%, -13%, -26%, 5%, 33
> CCOC(=O)c1sc(/N=C/c2c(C)[nH]n(-c3ccccc3)c2=O)c(C#N)c1C
  -1%, 2%, x, -5%, -4%, x
> O=C(CCc1ccccc1)N/N=C/c1cc(Br)ccc1O
  -2%, 5%, 11µM*, -22%, 4%, -76*
> CCCCN1CN=C(Nc2nc3ccccc3o2)NC1
  -4%, 9%, x, -12%, -14%, 55
> O=C1c2ccccc2-c2nc3ccccc3n21
  -3%, 9%, 3%&3%, -19%, 6%, 3&14
> CC(Sc1nccn1C)C(=O)Nc1ccccc1C#N (configuration not stated)
  x, 11%, x, x, 0%, 1
> C=C(C)C(=O)Nc1cccc(C2=NOC3(C2)C[C@H](C(N)=O)N(C(=O)CC)C3)c1 (some centres not stated)
  0%, 20%, 15%, -8%, 6%, x
> COc1ccccc1CNC(=O)c1cnc(N(C)C)nc1
  x, -4%, x, x, 0%, 0
> CCN(Cc1ccccc1)C(=O)C1CCN(S(=O)(=O)c2ccc3c(c2)CCCN3C(C)=O)CC1
  x, 3%, x, x, 6%, -39
> NCCc1cc(O)c(O)cc1O
  5.6µM*, x, u, x, x, -23&5
> CCc1ccc(NC(=O)CC(c2cc(OC)c(OC)c(OC)c2)N2Cc3ccccc3C2=O)cc1 (configuration not stated)
  x, 3%, x, x, -4%, -1
> CC12CN3CN(C1)CC(C)(C3)C2=NO
  6%, 2%, 14%, -15%, u, 44
> CC(C)(C)c1ccc(C(=O)NNC(=S)NCC2CCCO2)cc1 (configuration not stated)
  4%, 8%, -2%, -27%, 3%, 14
> Cc1ccc(/C=C/C(=O)N2CCCC(C(N)=O)C2)o1 (configuration not stated)
  -1%, 32µM*, -6%, -3%, 5%, 2
> CCOC(=O)N1CCN(CCC(=O)Nc2ccc(F)c(F)c2)CC1
  10%, 9%, 10%, -2%, u, -31
> O=C(Cn1ncc2ccccc21)N1CCc2ccccc21
  0%, -2%, 16%, -25%, u, 97
> CCOC(=O)c1c(C)[nH]c(C)c1S(=O)(=O)N1CCCC(C(=O)Nc2cccc(C)n2)C1 (configuration not stated)
  x, -9%, x, x, -6%, -6

# Fetched one by one from the list above:
# Screens in order – FBPA Giardia inh, Sm TGR block, HCV inh, AmpC no deterg, AmpC inh detg, HCMV inh
> O=C(CCc1ccccc1)N/N=C/c1cc(Br)ccc1O
  -2%, 5%, 11µM*, -22%, 4%, -76*
> O=C1c2ccccc2-c2nc3ccccc3n21
  -3%, 9%, 3%&3%, -19%, 6%, 3&14
